Compound activity: PubChem BioAssay, several laboratories
Salmonella PhoP GFP – PhoP-dependent GFP reporter repression – Salmonella Typhimurium, primary screen (AID 1863). S. Typhimurium PhoP-regulated promoter GFP reporter, 4 h; higher % means a stronger effect. one-dose inhibition, % at 50 µM; IC50 in µM for titrated hits. actives 0.16% (n = 300,000);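 active means inhibition over 29.93%, a cutoff 3 SD above the screen mean, later confirmed by dose response; inconclusive means inhibition over 29.93% but no dose response follow-up; inactive means inhibition at most 29.93% or unconfirmed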;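 further: 0% = low Mg2+ inducing control and 100% = high Mg2+ repressing control; strong numbers were not always called active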
Large T inhibition – SV40 large T antigen inhibitors, biochemical (AID 1903) | SV40 large T antigen ATPase/helicase inhibition assay; higher % means a stronger effect | inhibition, % at 20 µM, or IC50 in µM where a hit was titrated | actives 0.39% (n = 310,000); in the data active means a potency from the dose series; inconclusive means inhibition mostly from about 32% at the one dose, without a potency; inactive means the rest, 99 in 100 with inhibition below about 32%; further: strong numbers were not always called active
Rac1 GTP hydrolysis – MgcRacGAP GTPase-activating activity inhibitors, confirmation, biochemical, ADP Hunter fluorescence | MgcRacGAP-stimulated Rac1 GTP hydrolysis, ADP Hunter fluorescence; higher % means a stronger effect; GST-tagged Rac1 F28L mutant substrate | inhibition, % at 30 µM; hits with a dose series show IC50 in µM | actives 0.6% (n = 340,000) | AID 624330;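 active means first-screen hits whose inhibition reached a set limit at any dose in the follow-up dose series; inconclusive means inhibition above the set first-screen limit but never retested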;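 further: fluorescence reports GDP produced by GAP-driven GTP hydrolysis; strong numbers were not always called active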
West Nile antiviral – inhibition of WNV-induced cytopathic effect – cell-based, CPE readout (AID 1621). CPE inhibition, % at 10 µM, or IC50 in µM where a hit was titrated. West Nile virus-infected cells, CPE inhibition; higher % means a stronger effect. actives 0.02% (n = 290,000); in the data active means a potency from the dose series; inconclusive means CPE inhibition mostly from about 3.7% at the one dose, without a potency; inactive means the rest, 99 in 100 with CPE inhibition below about 2.2%; further: strong numbers were not always called active
RSV CPE inhibition – inhibition of RSV-induced cytopathic effect – HEp-2 cells, primary 10 µM value included (AID 2391); actives 0.13% (n = 310,000); HEp-2 cells, RSV-induced CPE inhibition; higher % means a stronger effect; CPE inhibition, % at 10 µM; hits with a dose series show IC50 in µM; in the data active means a potency from the dose series; inconclusive means CPE inhibition mostly from about 23% at the one dose, without a potency; inactive means the rest, 99 in 100 with CPE inhibition below about 21%; further: strong numbers were not always called active
bCat nuc transl – beta-catenin nuclear translocation modulation; actives 0.3% (n = 190,000); AID 1665; nuclear translocation activity, % at 5 µM; HeLa beta-catenin nuclear translocation, immunofluorescence imaging;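 active means nuclear translocation activity above 50% at 5 µM, with a well cell count of 50 or more; inconclusive means wells under 50 cells across six images, flagged as toxic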;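 further: per-cell ratio of nuclear to cytoplasmic median beta-catenin stain intensity; plate controls were DMSO negative control for no effect and GSK-3 inhibitor IX positive control for full effect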
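System: Human HeLa cells, endogenous beta-catenin | Compound dosing: 5 µM primary, 0.02–20 µM confirmation | Timing: 24 h compound exposure at 37°C, 5% CO2 | Measured by: Fluorescence imaging of beta-catenin antibody stain plus DAPI | Read-out basis: % activation of per-cell nuclear versus cytoplasmic median beta-catenin signal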
WT yeast gro inh – growth inhibition of WT yeast, mitochondrial fusion screen. mitochondrial fusion phenotypic screen, WT strain. inhibition, % at 10 µM. actives 2.1% (n = 190,000). AID 1362; in the data active means inhibition above about 58%; tested in S. cerevisiae
T cell HTS – modulates CD8 T cell binding to vesicles; 2C CD8+ T cell-vesicle binding, flow cytometry; hits give low values; calls only at 7 µM; actives 0.068% (n = 330,000); AID 2052;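 active means response, share of CD8 T cells binding vesicles, and their 90th percentile fluorescence all below set limits, cut at about 80% in these data, passing the limit was not always enough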
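Material: murine 2C transgenic CD8+ T lymphocytes / Also added: QL9-peptide-loaded Drosophila micro-vesicles bearing Ld, ICAM-1 and B7-1 / Schedule: binding step 1.5 h, 37 °C, antibody labelling 20 min, ice / Signal: flow cytometry, PE anti-B7-1 (FL2) versus Alexa647 anti-CD8 (FL8), PFA-fixed / Evaluation: percent CD8+ FL2 mean versus row control / Benchmarks: naked versus QL9-loaded vesicles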
Myeloid diff MLP – promotes myeloid progenitor differentiation; ER-HoxA9 myeloid progenitors, lysozyme-GFP differentiation, flow cytometry; calls only at 10 µM; actives 1% (n = 360,000);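 active means normalized GFP-positive differentiation at or above the plate's own cutoff, the solvent-only control mean plus 3 SD; inconclusive means no clear call, values can overlap the other calls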;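 further: cells exposed to compound for four days before flow analysis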
WT yeast gro inh mutant strain – recorded beside WT yeast gro inh, whose call it bears; inhibition, %; mitochondrial fusion phenotypic screen, mutant strain inhibition
bCat nuc transl cell count 5 µM – also measured in bCat nuc transl; calls as there; cell count; measured here: cell count, cytotoxicity flag
T cell HTS vesicle-bound % – also measured in T cell HTS; calls as there; double positive events, %; measured here: CD8+ vesicle-bound cell fraction;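 binding gate set so that unloaded-vesicle control wells show 10% double positive cells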
Myeloid diff MLP GFP+ MAC1+ % – recorded beside Myeloid diff MLP, whose call it bears; GFP+ MAC1+ double positive, %; measured here: differentiation confirmed by MAC1 staining
Starred values were filed as active, the others as inactive; i = inactive; ? = inconclusive; . = not tested or not shown; & = joins results of further samples; ! = not active in a repeat.

SMILES	Salmonella PhoP GFP	Large T inhibition	Rac1 GTP hydrolysis	West Nile antiviral	RSV CPE inhibition	bCat nuc transl	bCat nuc transl cell count 5 µM	WT yeast gro inh	WT yeast gro inh mutant strain	T cell HTS	T cell HTS vesicle-bound %	Myeloid diff MLP	Myeloid diff MLP GFP+ MAC1+ %
O=C(CCN1CCN(c2ccccc2)CC1)Nc1ccc2c(c1)OCO2	2%	6%	7%	-0.3%	0.3%	-1.8	1057	-2	-3	i	48	i	0.4
COc1ccc(OCC(=O)N2c3ccccc3CCc3ccccc32)cc1	-4%	11%	6%	-0.8%	5.8%	-0.2	812	0	2	i	25	i	0.6
CCC(c1nnnn1CCC(C)C)N1CCC(C(N)=O)CC1 (centres undefined)	5%	5%	5%	0.7%	0.2%	-1.4	1158	-8	-5	i	21	i	1.1
CCC(=O)c1ccc(OCC(O)CN2CCN(C(c3ccccc3)c3ccccc3)CC2)cc1 (centres undefined)	7%	17%	2%	-0.5%	.	.	.	18	6	i	19	i	8.7
O=C(NCC1OCCc2ccccc21)c1cc(COc2c(F)cccc2F)on1 (centres undefined)	-2%	-1%	1%	-1.2%	0.6%	0.5	901	12	12	i	55	i	0.5
CCCCc1cc(=O)oc2cc(OCC(=O)NCCN3CCOCC3)c(Cl)cc12	0%	6%	10%	0.4%	0.1%	.	.	.	.	i	13	i	1.6
Cc1ncoc1C(=O)N1CCCC(C(=O)c2cccc(OC(C)C)c2)C1 (centres undefined)	-1%	4%	5%	-1.2%	2.1%	-0.8	1147	1	-9	i	37	i	0.1
CC1CC(C)(C)NC(=S)N1CCC(=O)N1CCc2ccccc2C1 (centres undefined)	-5%	7%	-6%	-0.1%	1.6%	3.8	1008	10	16	i	50	i	0.9
O=C(NCC(=O)N(CC1CCCO1)C(C(=O)NC1CCCCC1)c1cccnc1)c1cccs1 (centres undefined)	8%	6%	5%	-0.1%	-1.4%	-0.3	1020	4	3	i	25	i	0.4
Cc1cc(C)cc(NC(=O)Cc2ccc(S(=O)(=O)N3CCCC3)s2)c1	.	.	1%	.	-0.4%	.	.	.	.	i	40	i	0.4
Cc1cc(C(F)F)nn1CC(=O)NC1C(=O)N2C(C(=O)O)=C(CSc3nnnn3C)CSC12 (centres undefined)	2%	6%	15%	-0.3%	0.9%	0.2	1105	-4	-8	i	4	i	0.7
CCC1=Nc2cc(C(=O)NCC3CCCO3)ccc2Sc2ccc(Br)cc21 (centres undefined)	-3%	14%	9%	-1.3%	0.3%	42	246	23	8	i	26	.	.
COc1ccc2c(/C=N/NS(=O)(=O)c3ccc(C)cc3)c[nH]c2c1	-1%	26%	11%	-0.1%	5.4%	-2.0	1363	.	.	i	51	i	0.3
CN(C)CCCNCCCNC(=O)c1ccco1	-2%	10%	13%&9%	0.1%	1.1%	0.3	1220	-6	7	i	13	i	0.2&1.1
CCn1c(=N)n(CC(=O)c2ccc(Cl)c(Cl)c2)c2ccccc21	5%	8%	13%	11%	17%	.	.	.	.	i	20	i	0.1
CCCCCCCCNC(C)C(O)c1ccc(SC(C)C)cc1 (centres undefined)	75µM*!	10%&10%	5%	-1.2%	-3.8%	0.6	622	98*	98*	i	29	?	.
O=C(NCCCCNC(=O)C(F)(F)F)C(F)(F)F	-3%	9%	4%	-0.5%	3.0%	-0.3	1079	1	2	i	37	i	0.5
CCOC(=O)c1ccc(NC(=O)CSc2nc3c(c(=O)n2-c2ccccc2OC)SCC3)cc1	.	21%	4%	0.7%	4.1%	0.1	1080	-6	-14	i	27	i	2.3
Cc1ccccc1N(CC(N)=O)S(C)(=O)=O	3%	-5%	-10%	0.8%	-0.4%	-1.8	1151	-5	-4	i	8	i	1.2
O=C(Cn1ccc([N+](=O)[O-])n1)Nc1ccccn1	-9%	11%	7%	-0.1%	1.9%	-0.9	1047	22	13	i	23	i	0.2
COc1cccc(-c2nc(-c3ccc(NC(=O)Cc4ccccc4OC)cc3)no2)c1	-4%	0%	-5%	0.9%	.	.	.	0	-4	.	.	i	1.8
Cc1ccc(C(=O)NC(C)c2ccccc2)cc1Br (centres undefined)	-3%	6%	-13%	-0.2%	0.8%	2.3	950	2	-22	i	50	i	0.6
O=[N+]([O-])c1ccc(Sc2ccccc2Cl)nc1	14%	3%	10%	2.4%	-1.3%	-2.9	1126	26	28	i	18	i	1.1
Cc1ccc(C(=O)NCC2CCCN2S(=O)(=O)c2cccs2)cc1C (centres undefined)	-11%	7%	7%	.	1.8%	.	.	.	.	i	51	i	0.6
Cc1nn(C(=O)c2ccoc2C)c(N)c1-c1ccccc1	.	3%	10%	0.3%	0.8%	0.7	958	60	72	i	25	i	1.6
COc1ccc(-n2cc(CNCCCN3CCCC3=O)c(-c3ccccc3Cl)n2)cc1	7%	7%	4%	-1.0%	-0.2%	1.6	1064	6	3	i	55	i	0.5
NC(=O)C(Cc1ccccc1)N1C(=O)c2ccccc2C1=O (centres undefined)	5%	72%	8%	-0.5%	0.5%	0.5	1082	-8	0	i	38	i	0.5
COc1cc(/C=C/C(=O)c2ccccc2O)cc(OC)c1OC	-6%	0%	0%	0.0%	3.0%	0.9	991	1	-7	i	34	i	2.6
COc1ccc(CCNC(=S)c2ccccc2)cc1OC	0%	-3%	0%	-1.8%	0.2%	.	.	.	.	i	37	i	1.0
COc1ccc(N(C(=O)c2ccncc2)S(=O)(=O)c2ccc(F)cc2)cc1	11%	24%	2%	-0.6%	1.0%	.	.	.	.	i	19	i	1.1
CCN(CC)C(=O)OCc1c(-c2cccc(OC)c2)ncc2ccccc12	.	.	0%	.	0.3%	.	.	.	.	i	49	i	2.0
CCCCN(C(=O)c1cccc(S(=O)(=O)N2CCN(Cc3ccccc3)CC2)c1)c1ccccc1	-2%	25%	5%	-0.1%	10%	.	.	.	.	i	56	i	1.9
N/C(=N\OC(=O)COc1ccc([N+](=O)[O-])cc1)c1cccnc1	-6%	3%	4%	0.5%	-0.4%	-3.1	1087	10	8	i	46	i	0.1
COc1ccccc1CNC(=O)CSc1nnc2c(n1)[nH]c1ccc(F)cc12	-2%	10%	2%	0.1%	2.3%	.	.	.	.	i	30	i	0.8
Cc1ccc(S(=O)(=O)NC2CC2)s1	7%	14%	5%	-0.1%	1.4%	.	.	.	.	i	36	i	0.7
CCOC(=O)c1[nH]nc(-c2c(O)cc(C)cc2O)c1-c1csc(C)n1	-6%	7%	10%	0.1%	0.0%	-2.3	1177	-3	-2	i	17	.	.
O=C(COC(=O)Cc1ccsc1)NCc1ccc(Cl)cc1	-6%	3%	9%	0.3%	-1.2%	-4.1	1038	1	6	i	49	i	0.3
CC(=O)NC(C)C12CC3CC(CC(CC(=O)O)(C3)C1)C2 (centres undefined)	1%	-1%	0%	-0.2%	1.3%	-0.2	1089	-8	-12	i	36	i	8.2
Cc1csc2ncc(C(=O)NCCc3ccccc3)c(=O)n12	-4%	2%	13%	0.0%	0.7%	1.6	1014	-14	-26	i	52	i	1.2
C/C(=N\NC(=O)c1csc(C)c1C)c1ccc(Cl)s1	-8%	8%	11%	-0.4%	2.5%	-4.4	1094	10	10	i	17	i	0.5
CC(C)CC(NC(N)=O)C(=O)NCCc1ccc(Cl)cc1 (centres undefined)	4%	-10%	-2%	0.9%	-0.1%	-1.1	1112	0	-8	i	11	i	0.4

Gathered by group, those above with a thiophene ring, fused or not.
SMILES	Salmonella PhoP GFP	Large T inhibition	Rac1 GTP hydrolysis	West Nile antiviral	RSV CPE inhibition	bCat nuc transl	bCat nuc transl cell count 5 µM	WT yeast gro inh	WT yeast gro inh mutant strain	T cell HTS	T cell HTS vesicle-bound %	Myeloid diff MLP	Myeloid diff MLP GFP+ MAC1+ %
O=C(NCC(=O)N(CC1CCCO1)C(C(=O)NC1CCCCC1)c1cccnc1)c1cccs1 (centres undefined)	8%	6%	5%	-0.1%	-1.4%	-0.3	1020	4	3	i	25	i	0.4
Cc1cc(C)cc(NC(=O)Cc2ccc(S(=O)(=O)N3CCCC3)s2)c1	.	.	1%	.	-0.4%	.	.	.	.	i	40	i	0.4
Cc1ccc(C(=O)NCC2CCCN2S(=O)(=O)c2cccs2)cc1C (centres undefined)	-11%	7%	7%	.	1.8%	.	.	.	.	i	51	i	0.6
Cc1ccc(S(=O)(=O)NC2CC2)s1	7%	14%	5%	-0.1%	1.4%	.	.	.	.	i	36	i	0.7
O=C(COC(=O)Cc1ccsc1)NCc1ccc(Cl)cc1	-6%	3%	9%	0.3%	-1.2%	-4.1	1038	1	6	i	49	i	0.3
C/C(=N\NC(=O)c1csc(C)c1C)c1ccc(Cl)s1	-8%	8%	11%	-0.4%	2.5%	-4.4	1094	10	10	i	17	i	0.5

Hits appear at their usual frequency, and some 3.6% of all compounds hit somewhere here.
